GLP1R inv ag: inverse agonists of human GLP-1 receptor; P43220; HEK293 GLP-1R CRE-luciferase, luminescence, 24 h; GLP-1R form is constitutively active; Potency, µM (titrated, usually from 38.3 µM), for the others: top-dose activity change, negative = inhibition, usual class: inhibitors; actives 1.6% (n = 410,000); AID 624417; also: potency is read from the fitted curve at half-maximal effect; % is scaled to controls: 0 for no effect and ±100 for the full control effect; nearly all actives have a fitted effect of over 55% in size
Target sequence (P43220 whole entry, looked up): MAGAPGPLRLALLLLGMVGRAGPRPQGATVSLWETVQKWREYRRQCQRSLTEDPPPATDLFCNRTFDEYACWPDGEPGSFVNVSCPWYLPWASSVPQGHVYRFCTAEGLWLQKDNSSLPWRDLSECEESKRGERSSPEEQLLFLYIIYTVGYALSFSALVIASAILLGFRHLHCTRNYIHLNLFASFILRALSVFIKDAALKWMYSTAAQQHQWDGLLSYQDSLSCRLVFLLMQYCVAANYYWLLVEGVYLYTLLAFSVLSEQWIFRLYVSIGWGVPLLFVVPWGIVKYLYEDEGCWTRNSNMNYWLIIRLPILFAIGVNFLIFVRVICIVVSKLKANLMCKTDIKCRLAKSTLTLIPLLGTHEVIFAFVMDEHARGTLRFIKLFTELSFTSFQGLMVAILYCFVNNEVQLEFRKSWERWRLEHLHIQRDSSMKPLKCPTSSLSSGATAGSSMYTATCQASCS
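Seeding at 200 cells/uL, 12 h culture, 24 hr compound treatment, then luciferase reagent and a luminescence read; cells are HEK293 stably expressing a constitutively active GLP-1R plus cAMP-responsive luciferase.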
DRD3 antagonist: D3 dopamine receptor (human) antagonism; D3R cells, DiscoveRx beta-arrestin luminescence, antagonist mode; active compounds read low; max response, negative = inhibition, %; actives 2.5% (n = 360,000); AID 652054; in the data active = max response below about -50%; inconclusive = no clear call, values can overlap the other calls; also: % is scaled to controls: 0 for no effect and ±100 for the full control effect; mostly tested at two doses, the higher about 12 µM
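Cells expressing the human receptor were seeded at 1500 cells/well, incubated overnight at 37 degrees C in 5% CO2, then exposed to library compounds with dopamine controls for 90 minutes at 37 degrees C before luminescent detection.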
GLP-1R agonist: agonists of human GLP-1 receptor | HEK293 GLP-1R CRE-luciferase, luminescence, 4-6 h; cells express a hypersensitive GLP-1R form | actives 0.007% (n = 380,000) | Potency, µM (highest dose often 45.6 µM), for inactives: at the top dose activation, actives largely listed as activators | P43220 | AID 624172; also: potency is read from the fitted curve at half-maximal effect; % of control where 0% means no effect
aSyn yeast inh: rescues yeast growth from alpha-synuclein toxicity | Yeast expressing alpha-synuclein, growth rescue, BacTiter-Glo, 24 h | Potency, µM (top dose mostly 46.1 µM), for inactives: at the top dose growth rescue (activation), actives largely listed as activators | actives 0.14% (n = 370,000) | AID 652106; also: potency is read from the fitted curve at half-maximal effect; % of control where 0% means no effect; nearly all actives have a fitted effect of over 65% in size
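Readout is rescue of growth in alpha-synuclein-expressing yeast, so inhibitors of toxicity appear as activators. Growth after 24 hr at 30 deg C in galactose medium is quantified by luminescence.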
DRD3 agonist: agonists of human D3 dopamine receptor. AID 652048. max activation, %. actives 0.58% (n = 410,000). P35462. D3R DiscoveRx beta-arrestin cells, luminescence, 90 min; in the data active = max activation above about 30%; also: 0% is about no effect; mostly tested at two doses, the higher about 12 µM
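Cells at 1500/well, incubated overnight, then treated with pinned compounds (dopamine as control) for 90 min at 37 degrees C. DiscoveRx reagent added for 30 - 60 minutes at room temperature; luminescence read.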
KB-V1 MDR tox: kills drug-selected multidrug resistant KB-V1 cells; KB-V1 MDR cells viability, CellTiter-Glo, 72 h; Potency, µM (series often up to 46.1 µM), without a hit: top-dose activity change, negative = cytotoxicity, actives largely listed as cytotoxic; actives 3.4% (n = 400,000); AID 1347076; also: potency is read from the fitted curve at half-maximal effect; % is scaled to controls: 0 for no effect and ±100 for the full control effect; nearly all actives have a fitted effect of over 60% in size
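Potencies derive from concentration-effect curves fitted to normalized luminescence (CellTiter-Glo) of KB-V1 cells treated for 72 h at 37 degrees C in phenol-red-free DMEM containing 10% FBS.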
TDP43 rescue: TDP-43 toxicity inhibition in yeast | TDP-43 expressing yeast growth rescue, BacTiter-Glo, 24 h | Potency, µM (doses to about 46.1 µM), without a hit: top-dose growth rescue (activation), hits mostly activators | actives 1.8% (n = 410,000) | AID 652104; also: potency is read from the fitted curve at half-maximal effect; % of control where 0% means no effect; nearly all actives have a fitted effect of over 50% in size
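Growth rescue of TDP-43-toxic yeast measured as ATP luminescence (BacTiter-Glo). Cells grown to mid-log in raffinose, induced in galactose at OD600=0.02, exposed to compound 24 hr at 30 deg C.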
GLP1R cytotox: cytotoxicity counter-screen for GLP-1 receptor inverse agonists; HEK293 cAMP-luciferase reporter cells, luminescence, 24 h; Potency, µM (titrated, usually from 38.3 µM), inactives show at the top dose activity change, negative = inhibition, hits mostly inhibitors; actives 0.13% (n = 410,000); AID 624418;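 also: loss of luciferase light is scored as toxicity; potency is read from the fitted curve at half-maximal effect; % is scaled to controls: 0 for no effect and ±100 for the full control effect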
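Here, cytotoxicity is scored as loss of luminescence. The MLSMR collection was tested on cells seeded in medium containing 10% Nu serum, with a 24 hr compound exposure preceded by 12 hours of culture.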
PTHR1 agonist: activates the human parathyroid hormone receptor PTHR1 | HEK293 GP2 PTHR1 cells, GloSensor cAMP luminescence, 1 h | actives 0.075% (n = 410,000) | Potency, µM (titrated, usually from 115 µM), inactives show top-dose activation, hits mostly activators; also: potency is read from the fitted curve at half-maximal effect; nearly all actives have a fitted effect of over 55% in size; some results filed as inactive show a strong effect at the top dose; inactives centre near -15; many of its hits are not listed in these tables
Target sequence (Q03431 whole entry, looked up): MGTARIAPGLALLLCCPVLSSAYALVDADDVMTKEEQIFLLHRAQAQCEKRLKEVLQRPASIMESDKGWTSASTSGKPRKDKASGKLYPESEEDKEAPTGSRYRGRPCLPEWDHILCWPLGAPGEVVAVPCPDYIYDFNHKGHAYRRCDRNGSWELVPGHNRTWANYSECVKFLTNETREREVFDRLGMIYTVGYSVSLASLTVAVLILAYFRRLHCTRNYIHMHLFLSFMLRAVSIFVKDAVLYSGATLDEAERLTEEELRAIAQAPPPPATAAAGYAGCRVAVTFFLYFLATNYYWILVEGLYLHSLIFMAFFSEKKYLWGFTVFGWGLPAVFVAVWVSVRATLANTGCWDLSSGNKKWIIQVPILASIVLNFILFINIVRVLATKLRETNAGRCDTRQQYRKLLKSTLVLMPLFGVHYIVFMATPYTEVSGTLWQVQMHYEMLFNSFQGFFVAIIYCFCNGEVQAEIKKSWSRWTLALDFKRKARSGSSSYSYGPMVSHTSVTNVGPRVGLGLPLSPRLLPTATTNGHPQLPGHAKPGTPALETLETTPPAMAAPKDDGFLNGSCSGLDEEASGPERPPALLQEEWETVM
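HEK-293-derived GP2 cells expressing PTHR1 and a GloSensor cAMP reporter, 3,000/well, plated overnight, given luciferin plus IBMX (each 0.5 mM as added) for 1 h at 37 °C, then compound for 1 h at 37 °C. Luminescence was read after 15 min at room temperature.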
* hit, by the source's call; i = inactive; ? = inconclusive; · = no result given; [ ] = remark or other dose. Unless noted, calls follow the shape of the dose curve; as a rule, active = well fitted curve in the direction sought with a large enough effect; inconclusive = small, poorly fitted or top-dose-only effect, or another doubt; inactive = no such curve, though single readings can be large; an effect the other way counts as inactive or inconclusive. Not all compounds are listed; the hit share may differ from the screen's.

SMILES	GLP1R inv ag	DRD3 antagonist	GLP-1R agonist	aSyn yeast inh	DRD3 agonist	KB-V1 MDR tox	TDP43 rescue	GLP1R cytotox	PTHR1 agonist
CCN(c1ccccc1)S(=O)(=O)c1ccc(OC)c(NC(=O)Cn2cnc3c2c(=O)n(C)c(=O)n3C)c1	4%	-28	12%	1%	-21	-1%	0%	-1%	i
Cc1cc(C(=O)O/N=C(\N)c2ccc(C(C)(C)C)cc2)no1	16%	57	-7%	2%	4	-8%	?	-9%	-31%[inhibitor]
O=C(CCNC(=O)C1CCN(S(=O)(=O)c2ccc(F)cc2)CC1)NCCc1cccc(F)c1	10%	14	-2%	-1%	2	0%	10%	1%	-2%
CCCNS(=O)(=O)c1ccc(CCC(=O)Nc2ccc3c(c2)OCO3)cc1	-26%	6	-10%	0%	-1	-10%	7%	-22%	-8%[57.5 µM]
CCN(CC)c1ccc(N=Cc2ccc(N(CC)CC)cc2O)cc1	-30%	-19	2%	1%	-8	-5%	11%	?	-55%[inhibitor]
COc1ccc(N2CS(=O)(=O)/C(=C/N(C)C)C2=O)cc1	1%	21	-5%	-1%	5	-7%	8%	-3%	i
O=C1c2cccc3cccc(c23)C(=O)N1Nc1ccccc1	-19%	7	12%	0%	4	-23%	16%	-2%	-14%
CCC12CN3CC(C)(CN(C1)C3c1c(C)n(C)c3ccccc13)C2=O (stereo not given)	13%	·	·	·	2	24%	14%	-1%	-14%
Cc1ccc(Cl)cc1NC(=O)C1CCN(C(=O)c2cnn(-c3ccccc3)c2-n2cccc2)CC1	?	·	·	·	1	-16%	?	-8%	-21%
O=C(CCN1C(=O)/C(=C\c2ccccc2)SC1=S)NNC(=O)c1ccccc1O	?	4	0%	-9%	17	27%	-7%	-11%	-30%
O=C(NC1CCCCCCC1)C1CCN(S(=O)(=O)N2CCCC2)CC1	3%	-3	8%	2%	-1	?	10%	-19%	15%[57.5 µM]
Cc1ccc(NC(=O)c2sc(N)nc2-c2ccc([N+](=O)[O-])cc2)cc1C	-9%	-6	8%	-1%	-1	-20%	-8%	0%	i
C[C@@H]1CN([C@@H](C)CO)C(=O)c2cccc(NC(=O)c3nc4ccccc4s3)c2O[C@@H]1CN(C)CC1CC1	?	4	3%	-2%	-30	0%	4%	-3%	-43%
CCOc1ccccc1OCC(=O)Nc1ccc(S(=O)(=O)N(C)C)cc1	1%	-4	1%	1%	3	1%	?	6%	-32%[inhibitor]
CC(=O)c1cccc(NC(=O)CN(c2ccccc2F)S(C)(=O)=O)c1	0%	8	-8%	-1%	5	5%	-11%	7%	i
COc1ccc(OC)c(Nc2cc(-c3ccccc3)nc(N)n2)c1	?	0	26%	3%	-13	1.3µM*	-5%	?	i
O=C1NC[C@H](CCCCN2C[C@H](Cc3ccccc3)N(CCc3ccc(O)cc3)C(=O)C2=O)N(CC2CCCCC2)C1=O	13%	19	4%	4%	6	0%	5%	0%	0%
Cc1cc(C(=O)CN2C(=O)c3ccccc3S2(=O)=O)c(C)n1C(C)C	?	-13	-55%[inhibitor]	0%	3	?	?	8%	i
Cc1cc(NC(=O)CCC2CCCC2)no1	8%	5	-1%	-2%	0	6%	5%	-15%	i
CCOC(=O)C1CCCN(C(=O)N2CCOCC2)C1 (stereo not given)	8%	-11	0%	3%	-5	21%	-4%	-4%	i
CN(C)CCCNC(=O)c1ccccc1Oc1ccccc1	-6%	-3	0%	2%	-5	1%	-7%	-2%	-8%
O=C(O)CS(=O)(=O)c1ccc(C(F)(F)F)cn1	20%	2	7%	1%	1	21%	-2%	-6%	i
CCOC(=O)C1CCN(C(=O)c2ccc3c(=O)n4c(nc3c2)CCCCC4)CC1	-10%	10	24%	2%	4	?	25%	5%	-25%
O=C(c1ccc2c(c1)OCO2)C1CCCN(C(=O)c2cnn(Cc3ccccc3)c2)C1 (stereo not given)	?	10	6%	0%	-2	-1%	16%	-2%	-30%[inhibitor]
O=C(CN1CCN(C(c2ccccc2)c2ccccc2)CC1)N1CCOCC1	-28%	3	-4%	10%	10	-3%	-2%	1%	i
Cc1ccc(S(=O)(=O)N2CCc3ccccc3C2)cc1	-2%	-12	16%	3%	-1	-14%	16%	2%	-53%[inhibitor]
COc1ccc(CN2CCc3c(c(=O)n4ncc(C(=O)N5CCN(c6ccc(F)cc6)CC5)c4n3C)C2)cc1	-26%	·	·	·	-15	-18%	?	-8%	-94%[inhibitor]
COc1ccc(CCn2c3c(c(=O)[nH]c2=O)C(NC(=O)c2ccccc2OC)(C(F)(F)F)C(=O)N3)cc1OC (stereo not given)	-5%	·	0%	·	-11	?	11%	-6%	-16%
CCC/C(=N/Nc1ccc(Cl)cc1)c1cnnc(-c2ccccc2)n1	-17%	0	-3%	·	-4	-16%	?	-28%	-24%
CC1CN(CCOc2ccc(F)cc2)CC(C)O1 (stereo not given)	15%	-14	3%	6%	-21	5%	-1%	-2%	-30%
CCCSc1nc2c(cnn2-c2ccccc2)c(=O)[nH]1	60%[activator]	3	-2%	-2%	3	-13%	15%	4%	i
Cc1cccc(NC(=S)/N=C(\N)Nc2nc(C)c3cc(C)ccc3n2)c1	5%	-19	-11%	-8%	-21	23µM*	23%	-7%	i
Cc1cccc(-c2nnc3sc(-c4ccccc4)nn23)c1	3%	-14	1%	1%	-9	-3%	-18%	-2%	i
CC12CCC(C(=O)Nc3cc(F)ccc3F)(CC1=O)C2(C)C (stereo not given)	-42%	-9	4%	0%	-5	-19%	-5%[9.22 µM]	-2%	i
CC1CC(C)CN(C(=O)CSc2nc(N)cc(=O)[nH]2)C1 (stereo not given)	5%	-5	0%	-6%	1	-2%	-14%	2%	i
COC(=O)c1ccccc1NC(=O)c1ccc(-c2cccc(Cl)c2)o1	21%	-11	2%	5%	4	-3%	-3%	-2%	i
CCCOc1ccc2c(=O)c(-c3cc(C(=O)OC)oc3C)c(C)oc2c1	-2%	18	?	-36%[inhibitor]	0	?	-14%	-11%	i
COCCCNC(=O)C1CCN(C(=O)c2cnn(-c3ccccc3)c2-n2cccc2)CC1	-5%	·	·	·	1	0%	13%	0%	i
O=C(Nc1ccccc1C(=O)Nc1ccc(Br)cn1)c1cccc([N+](=O)[O-])c1	10%	-1	-4%	-2%	-5	20%	-12%	-4%	-25%
CCOc1ccc(Oc2ccccc2NC(=O)CSCC(=O)Nc2cc(C)on2)cc1	?	2	11%	11%	-7	?	12%	4%	-92%[inhibitor]
CSc1ccc(NS(=O)(=O)c2ccc(-n3cnnn3)cc2)cc1	7%	1	-6%	2%	2	?	1%	4%	-39%[inhibitor]
CC1=CC(C)(C)N(C(=O)C(C)N2C(=O)c3ccccc3C2=O)c2ccc(C)cc21 (stereo not given)	?	-10	-3%	-1%	-5	-15%	26%	1%	-11%[57.5 µM]
Cc1ccc(NC(=O)N(O)C2CCCCC2C#N)cc1 (stereo not given)	1%	2	-2%	3%	3	-28%	0%	1%	i
CC(C)NC(=O)c1onc(CSc2nc3ccccc3[nH]2)c1C(=O)NC(C)C	16%	-19	9%	-2%	-14	10%	1%	4%	3%
COc1ccc(-n2nc3c(c2NC(=O)C(=O)N2CCN(C)CC2)CSC3)cc1	14%	·	·	·	-2	4%	13%	-9%	-22%

Arranged by length of the SMILES (highest first): part of the list above.
SMILES	GLP1R inv ag	DRD3 antagonist	GLP-1R agonist	aSyn yeast inh	DRD3 agonist	KB-V1 MDR tox	TDP43 rescue	GLP1R cytotox	PTHR1 agonist
O=C(Nc1ccccc1C(=O)Nc1ccc(Br)cn1)c1cccc([N+](=O)[O-])c1	10%	-1	-4%	-2%	-5	20%	-12%	-4%	-25%
CC(C)NC(=O)c1onc(CSc2nc3ccccc3[nH]2)c1C(=O)NC(C)C	16%	-19	9%	-2%	-14	10%	1%	4%	3%
CC1CC(C)CN(C(=O)CSc2nc(N)cc(=O)[nH]2)C1 (stereo not given)	5%	-5	0%	-6%	1	-2%	-14%	2%	i

(more compounds)
SMILES	GLP1R inv ag	DRD3 antagonist	GLP-1R agonist	aSyn yeast inh	DRD3 agonist	KB-V1 MDR tox	TDP43 rescue	GLP1R cytotox	PTHR1 agonist
O=C(c1cccc(S(=O)(=O)N2CCOCC2)c1)N1CCC(Cc2ccccc2)CC1	?	-13	-8%	1%	1	?	7%	2%	-69%[inhibitor]
Cc1cc(C(=O)NNc2c(Cl)cccc2Cl)no1	2.5µM*	6	1%	11%	5	11%	24%	-23%	i
CC(=O)NC(c1cccc(F)c1)c1nc(/C=C/c2ccccc2)cs1 (stereo not given)	?	-26	-3%	-12%	-5	0%	?	3%	21%
O=c1[nH]c(NCCCO)nc2c1C1(CCCC1)Cc1ccccc1-2	?	-30	-2%	-1%	-18	13%	-19%	0%	i
Cc1nc2c(cc1NC(=O)C(C)(C)C)nc(C)n2Cc1ccccc1	26%	-1	-3%	5%	-3	-4%	12%	3%	-21%
O=C(O)c1ccc2c(c1)C(=O)/C(=C/c1ccccc1)C2=O	20%	4	-11%	2%	2	-3%	8%	-23%	-3%
CCc1ccc(/C=C2\SC(=S)N(CCCC(=O)NCCCN3CCOCC3)C2=O)cc1	?	-5	-5%	1%	-10	-4%	-38%[inhibitor]	-31%	i
O=C(CSc1n[nH]c(-c2ccccc2Cl)n1)NCc1cccc(C(=O)O)c1	15%	20	1%	1%	8	-18%	-16%[9.22 µM]	-1%	-13%
COC(=O)c1sccc1S(=O)(=O)N(CC(=O)Nc1ccccc1F)c1ccccc1	-21%	·	·	·	4	12%	10%	-1%	-29%
CCOc1ccc(S(=O)(=O)N2CCN=C2c2ccccc2)c(C)c1C	-3%	-29	-2%	2%	-4	?	12%	4%	i
N#CCCN1CCN(S(=O)(=O)c2ccc(S(=O)(=O)NC3CCCCC3)cc2)CC1	-5%	-3	-5%	2%	2	1%	0%	-4%	i
NNC(=O)CSc1cccc2cccnc12	26%	10	16%	8%	5	-1%	16%	4%	-9%
CCNc1nc(-c2cc3ccccc3o2)cs1	?	4	6%	2%	5	-12%	14µM*	0%	-31%[inhibitor]

High-throughput results from PubChem.
